Compound activity as filed in PubChem.
TMEM16A act = activates or potentiates the mouse TMEM16A chloride channel; HEK293 TMEM16A/YFP-H148Q/I152L, iodide quench fluorescence; stronger effect = lower value; B-score at 10 µM; 0.3% of 340,000 active; AID 623877;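 active = fluorescence-ratio B-score plate-corrected deviation score at least 3 library SD below zero, with starting fluorescence score within 5 deviations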;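 note: channel opened by trigger with iodide after compound preincubation; score built on the fluorescence ratio of max minus min over baseline; more negative score means more quench and so TMEM16A activation or potentiation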
MrgX1 agonist = agonists of human MrgX1 receptor. MrgX1-HEK293 cells, Fluo-4 calcium fluorescence, agonist mode; stronger effect = higher value. Q96LB2. 0.44% of 310,000 active. B-score at 10 µM;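 active = calcium response B-score plate-corrected fluorescence ratio at least 3 library SD, with starting fluorescence B-score inside 5 SD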
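System – MrgX1-expressing HEK293 cells · Incubation – cells plated overnight, dye loaded 0.5 h 37 °C, 0.5 h room temperature · Technique – kinetic Fluo-4 NW fluorescence of intracellular calcium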
SKKanGAS inh = blocks kanamycin growth of S. pyogenes SKKanGAS strain; BacTiter-Glo, 6 h; inhibition, % at 7.5 µM; 1.3% of 300,000 active;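 active = mean replicate score, as percent of positive control median, at least 50; inconclusive = mean below 50 but one replicate at or above 50; inactive = mean and every replicate below 50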;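 note: strain carries kanamycin resistance gene driven by streptokinase promoter and grows in 40 µg/ml kanamycin; loss of luminescence reflects streptokinase promoter inhibition or plain growth inhibition; 0% = median of DMSO wells and 100% = positive control at its reference dose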
MrgX1 allo act = allosterically activates human MrgX1 receptor signaling | Q96LB2 | MrgX1-HEK293, Fluo-4 calcium flux, FDSS; stronger effect = higher value | B-score at 10 µM | 0.63% of 310,000 active | AID 588675;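 active = plate-corrected calcium response at least 3 library SD above typical, normal starting fluorescence, not activating the receptor alone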;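 note: compound read alongside a low EC10 to EC30 dose of BAM8-22 agonist; peak minus trough fluorescence over baseline measured at the second addition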
MrgX1 antag = blocks BAM8-22 activation of human MrgX1 receptor. 1.3% of 310,000 active. MRGX1-HEK293 calcium flux, Fluo-4, BAM8-22 antagonism; stronger effect = lower value. Q96LB2. B-score at 10 µM. AID 588676;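 active = calcium-response B-score plate-corrected more than 3 library SD below zero, starting fluorescence within 5 deviations, no agonist response on first addition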;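 note: peak minus trough fluorescence over baseline after final BAM8-22 challenge near maximal dose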
TRPC6 act = mouse TRPC6 channel activation. B-score at 10 µM. Q61143. 0.13% of 310,000 active. HEK293-TRPC6 membrane potential dye fluorescence; stronger effect = higher value;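 active = B-score of the integrated fluorescence ratio above library mean plus 3 SD, and starting fluorescence ratio within library mean plus 5 SD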;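 note: higher score means more depolarization so channel activation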
Target sequence (Q61143 whole entry, looked up): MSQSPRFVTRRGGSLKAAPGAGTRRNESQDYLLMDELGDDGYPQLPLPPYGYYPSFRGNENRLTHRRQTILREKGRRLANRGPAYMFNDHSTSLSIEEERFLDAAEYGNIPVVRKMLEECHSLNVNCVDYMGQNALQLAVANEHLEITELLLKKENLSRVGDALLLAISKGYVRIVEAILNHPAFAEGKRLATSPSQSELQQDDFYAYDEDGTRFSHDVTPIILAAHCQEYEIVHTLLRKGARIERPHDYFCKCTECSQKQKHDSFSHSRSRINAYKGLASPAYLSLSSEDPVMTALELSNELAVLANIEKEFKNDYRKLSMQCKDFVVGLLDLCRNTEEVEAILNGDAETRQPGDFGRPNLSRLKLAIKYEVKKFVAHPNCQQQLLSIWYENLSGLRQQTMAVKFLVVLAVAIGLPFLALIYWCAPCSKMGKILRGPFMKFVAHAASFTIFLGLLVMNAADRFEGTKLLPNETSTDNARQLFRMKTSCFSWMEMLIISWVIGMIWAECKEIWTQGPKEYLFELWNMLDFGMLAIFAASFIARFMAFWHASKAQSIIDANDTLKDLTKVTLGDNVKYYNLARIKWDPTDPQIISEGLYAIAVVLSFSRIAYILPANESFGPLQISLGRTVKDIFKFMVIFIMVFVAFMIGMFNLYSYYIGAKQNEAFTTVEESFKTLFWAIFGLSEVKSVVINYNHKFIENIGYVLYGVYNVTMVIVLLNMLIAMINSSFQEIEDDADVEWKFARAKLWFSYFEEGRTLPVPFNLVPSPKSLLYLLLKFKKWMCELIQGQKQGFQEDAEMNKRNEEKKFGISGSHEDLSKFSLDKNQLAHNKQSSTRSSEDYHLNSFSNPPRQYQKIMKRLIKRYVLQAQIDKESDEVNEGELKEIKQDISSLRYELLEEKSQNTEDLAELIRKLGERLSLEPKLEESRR
TRPC6 inh = inhibitors of mouse TRPC6 channel. B-score at 10 µM. 1.1% of 310,000 active. HEK293-TRPC6, membrane potential dye, ACh-evoked depolarization; stronger effect = lower value. AID 2553. Q61143;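 active = B-score under library mean minus 3 SD, initial fluorescence not abnormally high, positive integrated signal ratio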;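 note: B-score derived from integrated fluorescence ratio over the kinetic read; more negative B-score means stronger inhibition of depolarization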
HDAC3 inhib = inhibitors of human histone deacetylase 3; inhibition, % at 8.3 µM; AID 2718; O15379; recombinant HDAC3, fluorogenic peptide/trypsin coupled, fluorescence; 0.15% of 320,000 active; in the data active = inhibition above about 26%, passing the limit was not always enough; inconclusive = no clear call, values can overlap the other calls
TMEM16A inh = blocks the mouse calcium-activated chloride channel TMEM16A; HEK293 TMEM16A/YFP iodide influx fluorescence, ionomycin; AID 588511; normalized B-score (activity score, 25-100; higher = stronger inhibition) at 10 µM; 1.2% of 310,000 active;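 active = ratio plate-corrected score three or more library SD toward inhibition, starting fluorescence score within five deviations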;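 note: score derived from kinetic fluorescence span divided by baseline fluorescence per well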
RGS4 inh = inhibitors of human RGS4 | P49798 | HEK293 M3R/RGS4 inducible, Fluo-4 calcium flux; stronger effect = higher value; triggered by carbachol at its EC20 | B-score at 10 µM | 0.45% of 310,000 active | AID 463165;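 active = B-score, a plate-corrected calcium signal, over three deviations above library mean, with baseline fluorescence within five deviations of library mean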;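 note: RGS4 expression induced by doxycycline in cells with stable M3 receptor; B-score is computed from the integrated fluorescence ratio over baseline after carbachol; higher B-score means a larger calcium signal and so more RGS4 inhibition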
Target sequence (P49798 whole entry, looked up): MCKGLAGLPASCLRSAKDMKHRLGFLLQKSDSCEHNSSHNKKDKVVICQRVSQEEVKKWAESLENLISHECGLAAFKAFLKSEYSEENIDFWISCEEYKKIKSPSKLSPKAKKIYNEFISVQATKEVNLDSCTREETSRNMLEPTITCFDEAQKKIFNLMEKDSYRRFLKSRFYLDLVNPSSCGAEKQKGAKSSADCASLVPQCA
RGS4 act = potentiators or activators of RGS4. B-score at 10 µM. HEK293 M3R/inducible RGS4, carbachol calcium flux Fluo4; stronger effect = lower value. 0.92% of 310,000 active;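 active = B-score of the integrated calcium signal more than 4 SD below the library mean, with starting fluorescence not abnormally high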;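 note: negative B-score means reduced calcium response which marks RGS4 activation or potentiation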
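test system = M3R-expressing HEK293 line, RGS4 induced by doxycycline | probe or stimulus = carbachol at ECmax as muscarinic agonist stimulus | timing = dye loading 30 min 37 °C, buffer rest 30 min RT | signal = calcium dye Fluo4 fluorescence | evaluation = B score from integrated fluorescence ratio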
* = called active by the depositor; i = inactive; ? = inconclusive; · = no result given.

Results follow in this order: SKKanGAS inh, HDAC3 inhib, MrgX1 allo act, TRPC6 inh, MrgX1 antag, RGS4 inh, TMEM16A inh, TRPC6 act, MrgX1 agonist, TMEM16A act, RGS4 act
1) Cc1ccsc1/C=N/NC(=O)c1cccnc1
 : -5, 1, i, i, i, i, i, i, i, i, i
2) CCOC(=O)C1CCCN(C(=O)c2cccc(NC(=O)C(CC)CC)c2)C1 (centres undefined)
 : -4, -5, i, i, i, i, i, i, i, i, i
3) Cc1nc(N2CCN(c3ccccn3)CC2)c2c(C)c(C(=O)Nc3ccc(F)cc3)sc2n1
 : -2, 4, i, i, i, i, i, i, i, i, -9.7*
4) CC(C)N(CC(N)=O)C(=O)Cc1coc2cc3c(cc12)CCC3
 : -6, -1, i, i, i, i, i, i, i, i, i
5) COC(=O)C1=C(C(=O)OC)[C@@H]2Nc3ccccc3[C@@]23C[C@@H](C(=O)OC)N(C(=O)c2ccco2)C3=N1
 : -3, -8, i, i, i, i, i, i, i, i, i
6) Cc1ccc(OCC(=O)N/N=C\c2ccc(C)o2)c([N+](=O)[O-])c1
 : 3, ·, ·, i, ·, i, ·, i, ·, i, i
7) COCC1=C(C(=O)OC)C(c2ccco2)n2ncnc2N1 (centres undefined)
 : -2, 5, i, i, i, i, i, i, i, i, i
8) CC1CC(C)CN(C(=O)COC(=O)C2CCN(S(=O)(=O)c3c(Cl)cccc3Cl)CC2)C1 (centres undefined)
 : 1, 0, i, i, i, i, i, i, i, i, i
9) CCC(=O)Nc1cc(ON=C(C)C)cc([N+](=O)[O-])c1
 : -1, 4, i, i, i, i, i, i, i, i, i
10) COc1ccc(C(C)=O)cc1COC(=O)CNC(=O)c1ccc(Cl)cc1
 : 5, -2, i, i, i, i, i, i, i, i, i
11) COC(C/C=C/[C@@H](O)COCc1ccccc1)OC
 : 5, 5, i, i, i, i, i, i, i, i, i
12) CCOC(=O)c1c(-c2ccco2)csc1N
 : -1, 7, i, i, i, i, i, i, i, i, i
13) CCCCc1n[nH]c2c1/C(=N/O)CC(C)(C)C2
 : 2, -4, i, i, i, i, i, i, i, i, i
14) COc1ccccc1C1c2[nH]c3ccccc3c2CCN1Cc1ccc(NC(C)=O)s1 (centres undefined)
 : -4, 2, i, i, i, i, i, i, i, i, i
15) Cc1ccc(Cn2c(Sc3ncccn3)nc3c2c(=O)[nH]c(=O)n3C)cc1
 : 3, -5, i, i, i, i, i, i, i, i, i
16) N#Cc1c(SCC(=O)Nc2ccc(Cl)cc2Cl)sc2c(O)cc(=O)[nH]c12
 : 32, 2, i, i, i, i, i, i, i, i, i
17) COc1cccc(-c2cc(C(F)(F)F)nc(NCc3ccco3)n2)c1
 : 10, -1, i, i, i, i, i, i, i, i, i
18) O=C(CCCOc1ccc(Br)cc1)Nc1ccc(S(=O)(=O)N2CCOCC2)cc1
 : -3, 8, i, i, i, i, i, i, i, i, i
19) CCOC(=O)c1ccc(NC(=O)CC2C(=O)N(c3cccc(OC)c3)C(=O)N2CCOC)cc1 (centres undefined)
 : 1, -1, i, i, i, i, i, i, i, i, i
20) CCC(=O)c1ccc(OCC(=O)OCC(=O)N2CCc3ccccc32)cc1
 : 15, -2, i, i, i, i, i, i, i, i, i
21) Cc1ccc(N2NC(=O)/C(=C/C=C/c3ccco3)C2=O)cc1C
 : 11, 1, i, i, i, i, i, i, i, i, i
22) COCCNC(=O)c1cc(Sc2nnc(C)s2)nc2ccccc12
 : -2, 3, i, i, i, i, i, i, i, ·, i
23) CCC(Oc1ccccc1)C(=O)NC1C(=O)N2C1SC(C)(C)C2C(=O)O (centres undefined)
 : 111*, 5, i, i, i, i, i, i, i, i, i
24) O=C(Nc1ccc2c(c1)OCO2)c1ccncc1
 : -6, 6, i, i, i, i, i, i, i, i, i
25) Cc1ccc(C(C[N+](=O)[O-])c2c(C)cc3ccccn23)cc1 (centres undefined)
 : 3, ?, i, i, i, i, i, i, i, i, i
26) Brc1ccc(C2=CC(c3ccco3)n3nnnc3N2)cc1 (centres undefined)
 : -2, 0, i, i, i, i, i, i, i, i, i
27) COc1ccc(NC(=O)CSCC(=O)OCc2cccc(OC)c2OC)cc1
 : -1, -8, i, i, i, i, i, i, i, i, i
28) Cc1noc(C)c1C(=O)NCCCc1ccccc1
 : 1, 1, i, i, i, i, i, i, i, i, i
29) COc1ccc(C(=O)OCC(=O)NCCCc2ccccc2)cc1[N+](=O)[O-]
 : 0, 6, i, i, i, i, i, i, i, i, i
30) CCC(=O)N1c2ccccc2NC2=C(C(=O)CC(C)(C)C2)C1c1ccc(O)c(OC)c1 (centres undefined)
 : 0, -3, i, i, i, i, i, i, i, i, i
31) CCC1=C(OC(=O)N(CC)CC)N2C(=O)OC(=NCCOC)[C@]2(Cc2ccccc2)[C@H]2C1=CC[C@H]1C(=O)NC(=O)[C@H]12
 : 0, -2, i, i, i, i, i, i, i, i, i
32) CCN(CC)P(=O)(c1ccccc1)c1c(C)nc2ccccn12 (centres undefined)
 : 0, 0, i, i, i, i, i, i, i, i, i
33) COC(=O)c1ccc(CSc2nnc(N)s2)o1
 : -1, -4, i, i, i, i, i, i, i, i, i
34) COc1cc(C(c2c(O)cc(C)[nH]c2=O)c2c(O)cc(C)[nH]c2=O)ccc1O
 : 2, 0, i, i, i, i, i, i, i, i, i
35) COc1ccccc1OC(C)C(=O)Nc1ccccc1C(=O)NCC1CCCO1 (centres undefined)
 : ·, 3, i, i, i, i, i, i, i, i, i
36) CCOc1cc(N2CCOCC2)c(OCC)cc1NC(=O)C(NC(=O)c1ccco1)C(C)C (centres undefined)
 : 12, 0, i, i, i, i, i, i, i, i, i
37) Nc1c(Cl)ncnc1N/N=C/c1cccnc1
 : -1, 6, i, i, i, i, i, i, i, i, i
38) CCC(C(=O)OC)n1cnc2scc(-c3ccc(C)c(C)c3)c2c1=O (centres undefined)
 : -6, -12, i, i, i, i, i, i, i, i, i
39) Cc1nc2ccccc2nc(C)c1=NO
 : -1, -2, i, i, i, i, i, i, i, i, i
40) Cc1cccc(COCC(Cc2ccccc2)N2CCN(C(=O)c3cccc(Cl)c3)CCC2=O)c1 (centres undefined)
 : 6, 5, i, i, i, i, i, i, i, i, i
41) N#Cc1cc2cc3c(cc2nc1SCC(=O)N1CCOCC1)OCCO3
 : -3, -4, i, i, i, i, i, i, i, i, i
42) CCCCCC(=O)Nc1ccc(-c2csc(C)n2)cc1
 : 6, -1, i, i, i, i, i, i, i, i, i
43) Cc1noc(NS(=O)(=O)c2ccc(NC(=O)CSc3nnc(-c4ccccc4)n3C3CCCCC3)cc2)c1C
 : 31, -1, i, i, i, i, i, i, i, i, i
44) C/C(=N/Nc1nc(-c2ccccc2)cc(-c2ccc(F)cc2)n1)c1cccc(N)c1
 : 15, 1, i, i, i, i, i, i, i, i, i
45) O=C(CCN1C(=O)/C(=C/c2cccs2)SC1=S)Nc1ccc(C(=O)O)cc1
 : 22, 7, i, i, i, i, i, i, i, i, i

The last 2 records of the section above open the next one:
Results follow in this order: SKKanGAS inh, HDAC3 inhib, MrgX1 allo act, TRPC6 inh, MrgX1 antag, RGS4 inh, TMEM16A inh, TRPC6 act, MrgX1 agonist, TMEM16A act, RGS4 act
44) C/C(=N/Nc1nc(-c2ccccc2)cc(-c2ccc(F)cc2)n1)c1cccc(N)c1
 : 15, 1, i, i, i, i, i, i, i, i, i
45) O=C(CCN1C(=O)/C(=C/c2cccs2)SC1=S)Nc1ccc(C(=O)O)cc1
 : 22, 7, i, i, i, i, i, i, i, i, i
46) COC(=O)c1ccccc1NS(=O)(=O)c1ccc2c3c(cccc13)C(=O)N2
 : -9, ·, i, i, i, i, i, i, i, i, i
47) Cc1ccc(Nc2nc(N)nc(CSc3nncn3C)n2)cc1
 : -6, 4, i, i, i, i, i, i, i, i, i
48) O=C(NNC(=O)c1ccc2ccccc2c1O)NC1CCCCC1
 : 7, -13, i, i, i, i, i, i, i, i, i
49) CCCNC(=O)CCn1nc(-c2ccc(C)cc2)c2ccccc2c1=O
 : 0, 1, i, i, i, i, i, i, i, i, i
50) CCC(C)N(C(=O)COC(=O)c1cc([N+](=O)[O-])ccc1N)C1CCS(=O)(=O)C1 (centres undefined)
 : 2, 4, i, i, i, i, i, i, i, i, i
51) Cc1ccc(NC(=O)c2c(C(=O)Nc3ccccc3)sc3nc(C)cc(=O)n23)cc1
 : 13, -2, i, i, i, i, i, i, i, i, i
52) COc1ccccc1/C=C1\CCCC2=C1Nc1nnnn1C2c1ccccc1OC (centres undefined)
 : ·, 3, i, ·, i, ·, i, ·, i, i, ·
53) Cc1ccc2nc(SCC(=O)Nc3ccc(Cl)cc3)nc(=O)n2c1
 : -20, 11, i, i, i, i, i, i, i, i, i
54) CCOC(=O)c1[nH]cnc1C(=O)Nc1ccccn1
 : 6, 0, i, i, i, i, i, i, i, i, i
55) CCCCN(C)C(=O)C(Cc1ccccc1)NS(=O)(=O)c1ccc2c(c1)CCC(=O)N2 (centres undefined)
 : -4, -4, i, i, i, i, i, i, i, i, i
56) N#C/C(=C\c1cccc([N+](=O)[O-])c1)C(=O)NCC1CCCO1 (centres undefined)
 : -6, 8, i, i, i, i, i, i, i, i, i
57) O=C(CCCOc1ccccc1)OCn1nnc2ccccc2c1=O
 : -3, 5, i, i, i, i, i, i, i, i, i
58) CN(C)S(=O)(=O)N1CCC(Oc2ccc(C(=O)NCCc3cscn3)cc2)CC1
 : -1, ·, i, i, i, i, i, i, i, i, i
59) COc1cc(/C=C/C(=O)OCC(=O)Nc2nnc(-c3ccccc3)o2)cc(OC)c1OC
 : 17, 6, i, i, i, i, i, i, i, i, i
60) Cc1sc2ncn(CC(=O)NCc3ccccn3)c(=O)c2c1S(=O)(=O)N1CCOCC1
 : -5, 8, i, i, i, i, i, i, i, i, i
61) Cc1cc(C(C)(C)C)cc(S(=O)(=O)Nc2ccc(C(=O)O)cc2)c1C
 : -1, 4, i, i, i, i, i, i, i, i, i
62) Cc1cc([N+](=O)[O-])c2[nH]c(C(=O)N/N=C/c3ccccc3C(=O)O)c(-c3ccccc3)c2c1
 : 31, ·, ·, i, ·, i, ·, i, ·, i, i
63) O=[N+]([O-])/C=C\c1ccc(N2CCOCC2)cc1
 : 0, ·, i, i, i, 35*, i, i, 41*, i, i
64) CC1CC(C)CN(C(=O)C(C)N(C)CC(=O)Nc2ccc(Cl)cc2)C1 (centres undefined)
 : -8, 12, i, i, i, i, i, i, i, i, i
